Source: PubChem
DT40 TDP1 no CPT = qHTS for Inhibitors of human tyrosyl-DNA phosphodiesterase 1 (TDP1): qHTS in cells in absence of CPT | DT40 Tdp1-/- hTDP1 cells, no CPT, ATP luminescence, 48 h | Potency, µM (titrated, usually from 46.2 µM), inactives show top-dose activity change, negative = growth inhibition, most hits filed as inhibitors | actives 15% (n = 420,000); also: nearly all actives have a fitted effect of over 55% in size
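Chicken DT40 Tdp1-/- cells complemented with human TDP1, screened without camptothecin (DMSO vehicle only), 400 cells/well. Compounds pin-transferred, cells incubated at 37 °C for at least 48 hr. Growth read as ATP-dependent luminescence (CellTiter-Glo, 30 min at RT).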
TDP1 block = qHTS Assay for Inhibitors of Tyrosyl-DNA Phosphodiesterase (TDP1); Tyrosyl-DNA phosphodiesterase 1 (Homo sapiens), Q9NUW8; recombinant TDP1, AlphaScreen DNA substrate cleavage; Potency, µM (highest dose often 130 µM), for the others: top-dose activity change, negative = inhibition, most hits filed as inhibitors; actives 0.28% (n = 350,000); AID 485290, 2010; also: nearly all actives have a fitted effect of over 40% in size
Target sequence (Q9NUW8 whole entry, looked up): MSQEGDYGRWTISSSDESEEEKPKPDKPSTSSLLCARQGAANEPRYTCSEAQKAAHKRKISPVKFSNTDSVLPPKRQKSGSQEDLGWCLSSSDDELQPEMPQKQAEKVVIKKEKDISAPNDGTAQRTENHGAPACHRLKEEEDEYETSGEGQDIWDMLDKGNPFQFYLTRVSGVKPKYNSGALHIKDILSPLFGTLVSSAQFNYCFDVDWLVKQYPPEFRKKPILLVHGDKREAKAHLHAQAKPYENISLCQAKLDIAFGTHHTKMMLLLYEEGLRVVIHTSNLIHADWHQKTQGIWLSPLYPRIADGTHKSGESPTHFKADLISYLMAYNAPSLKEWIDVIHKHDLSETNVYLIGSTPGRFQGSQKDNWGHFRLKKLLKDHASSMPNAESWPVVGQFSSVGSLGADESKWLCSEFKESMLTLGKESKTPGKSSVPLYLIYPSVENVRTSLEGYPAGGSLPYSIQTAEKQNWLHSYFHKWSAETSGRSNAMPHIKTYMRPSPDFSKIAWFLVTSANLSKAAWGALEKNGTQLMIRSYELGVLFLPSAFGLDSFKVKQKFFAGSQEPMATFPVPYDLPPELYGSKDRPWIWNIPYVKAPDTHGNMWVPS
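Tdp1 1 nM final; 15 min RT w/ cpd; substrate 15 nM, 5 min; beads 10 ug/ml, 10 min; AlphaScreen read. Neg ctrl: no enzyme.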
DT40 TDP1 CPT = qHTS for Inhibitors of human tyrosyl-DNA phosphodiesterase 1 (TDP1): qHTS in cells in presence of CPT; Potency, µM (titrated, usually from 46.2 µM), without a hit: top-dose activity change, negative = growth inhibition, actives largely listed as inhibitors; chicken DT40 Tdp1-/-;hTDP1 cells + 20 nM CPT, ATP luminescence, 48 h; actives 12% (n = 420,000); AID 686979, 2013; also: nearly all actives have a fitted effect of over 55% in size
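Cell growth measured by CellTiter-Glo luminescence after a minimum 48 h, 37 C compound exposure with 20 nM CPT in Tdp1-knockout DT40 cells stably expressing hTDP1, seeded 400/well; qHTS titration format.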
Starred values were filed as active, the others as inactive; & = joins results of further samples; [ ] = another dose, or the depositor's remark. Calls follow the shape of the dose curve; as a rule, active = well fitted curve in the direction sought with a large enough effect; inconclusive = small, poorly fitted or top-dose-only effect, or another doubt; inactive = no such curve, though single readings can be large; an effect the other way counts as inactive or inconclusive. % is scaled to controls: 0 for no effect and ±100 for the full control effect; potency is read from the fitted curve at half-maximal effect.

Screening Cc1ccc(-c2nnc(Nc3ccccc3)c3ccccc23)cc1S(=O)(=O)N1CCOCC1 returned DT40 TDP1 no CPT inconclusive, TDP1 block -2%[12.3 µM] and DT40 TDP1 CPT -27%.
For O=C(O)Cc1coc2ccc3ccccc3c12 the results were DT40 TDP1 no CPT -23%, TDP1 block 3% and DT40 TDP1 CPT -1%.
CC(=O)NCc1ccc(S(=O)(=O)NC2CCN(Cc3ccccc3)CC2)cc1 was read as DT40 TDP1 no CPT -26% and DT40 TDP1 CPT 0%.
CC1O[C@@H](O[C@H](C)CC[C@@H](C)O)C(O)C[C@H]1O (stereo partly drawn) was read as DT40 TDP1 no CPT 1% and DT40 TDP1 CPT 10%.
For O=C(Nc1ccc2c(c1)[C@H]1C[C@@H](CC(=O)N3CCOCC3)O[C@@H](CO)[C@H]1O2)C1CCOCC1 the results were DT40 TDP1 no CPT -21% and DT40 TDP1 CPT 2%.
For CCCCN(C(=O)c1cccc(-n2cccc2)c1)c1c(N)n(CCC)c(=O)[nH]c1=O the results were DT40 TDP1 no CPT 4%, TDP1 block 50µM* and DT40 TDP1 CPT 5%.
CC(C)C1Nc2c(C(=O)O)cccc2C(Nc2ccccc2C(=O)O)C1(C)C (stereo not drawn) was read as DT40 TDP1 no CPT 4%, TDP1 block 3% and DT40 TDP1 CPT 1%.
CCCn1c(=O)[nH]c(=O)c2[nH]cnc21 was read as DT40 TDP1 no CPT -1%&-17%, TDP1 block 3% and DT40 TDP1 CPT -6%&8%.
CN(CCC#N)C(=O)COC(=O)c1ccc2c(c1)C(=O)N(C1CCCCC1)C2=O was read as DT40 TDP1 no CPT 1%, TDP1 block 0% and DT40 TDP1 CPT 16%.
Screening COc1ccc(OCC2c3cc(OC)c(OC)cc3CCN2C(=O)c2ccc(F)cc2)cc1 (stereo not drawn) returned DT40 TDP1 no CPT inconclusive, TDP1 block 8% and DT40 TDP1 CPT -28%.
`O=C(CSc1nnc(-c2ccccc2Cl)o1)Nc1ccc2c(c1)OCCO2` gave DT40 TDP1 no CPT -18%, TDP1 block -2% and DT40 TDP1 CPT -5%.
For CCOc1cc(N2CCOCC2)c(OCC)cc1NC(=O)Cc1ccccc1 the results were DT40 TDP1 no CPT inconclusive, TDP1 block 4% and DT40 TDP1 CPT -18%.
`CCCC(C)NC(=O)C1CCN(S(=O)(=O)c2ccccc2)CC1` (stereo not drawn) gave DT40 TDP1 no CPT -6%, TDP1 block 6% and DT40 TDP1 CPT -2%.
Screening Cc1ccc(C)c(S(=O)(=O)NCc2ccc(C(=O)N3CCOCC3)cc2)c1 returned DT40 TDP1 no CPT 7%, TDP1 block 4% and DT40 TDP1 CPT -5%.
For C=CCn1c(CSc2nc3ccccc3s2)nnc1SCC(=O)NCc1ccccc1 the results were DT40 TDP1 no CPT -47%, TDP1 block 6% and DT40 TDP1 CPT -6%.
`COc1ccc(CNc2ccc3cn[nH]c3c2)c(OC)c1OC` gave DT40 TDP1 no CPT inconclusive, TDP1 block 7% and DT40 TDP1 CPT inconclusive.
`c1ccc(N2CCN(c3cccc(-c4cc5ccccc5s4)n3)CC2)nc1` gave DT40 TDP1 no CPT 3% and DT40 TDP1 CPT -5%.
For Cc1cccc(CS(=O)(=O)Cc2ccc(C(=O)NCc3cccs3)o2)c1 the results were DT40 TDP1 no CPT -23%, TDP1 block 0% and DT40 TDP1 CPT 1%.
For O=C(CN1CCN(Cc2ccccc2)CC1)c1c[nH]c2ccccc12 the results were DT40 TDP1 no CPT -19%, TDP1 block 3% and DT40 TDP1 CPT inconclusive.
Screening O=C(/C=C/c1ccc([N+](=O)[O-])cc1)c1ccco1 returned DT40 TDP1 no CPT inconclusive and DT40 TDP1 CPT inconclusive.
CC1=C(C(=O)Nc2cc(Cl)ccc2C)C(c2cccs2)n2ncnc2N1 (stereo not drawn) was read as DT40 TDP1 no CPT inconclusive, TDP1 block -3% and DT40 TDP1 CPT -25%.
Screening COc1ccccc1Oc1ccc(NC(=O)c2ccc(Cl)cc2)cc1 returned DT40 TDP1 no CPT -1%, TDP1 block 0% and DT40 TDP1 CPT -28%.
CC(=O)N1CCc2c(sc3c2c(=O)n(-c2ccccc2)c(=O)n3CC(=O)c2ccc(Cl)cc2)C1 was read as DT40 TDP1 no CPT inconclusive, TDP1 block 3% and DT40 TDP1 CPT -21%.
O=C(NNS(=O)(=O)c1ccc(Cl)cc1)c1cc(-c2ccccc2)n[nH]1 was read as DT40 TDP1 no CPT inconclusive and DT40 TDP1 CPT inconclusive.
COc1ccc(NC(=O)CN2C(=O)C(=O)c3ccccc32)c(OC)c1 was read as DT40 TDP1 no CPT 6.5µM*, TDP1 block 0% and DT40 TDP1 CPT 4.1µM*.
For Cc1cccc(C)c1OCC(N)C(C)C (stereo not drawn) the results were DT40 TDP1 no CPT 13%, TDP1 block 4%[56.1 µM] and DT40 TDP1 CPT 4%.
Screening Cc1cccc(NC(=O)C2CCCN(S(=O)(=O)c3ccc(-n4cnnn4)cc3)C2)c1 (stereo not drawn) returned DT40 TDP1 no CPT -2%, TDP1 block 2%[0.0935 µM] and DT40 TDP1 CPT 5%.
For C#CCOC(=O)Nc1cc(C)n(-c2ccccc2)n1 the results were DT40 TDP1 no CPT -15%, TDP1 block -3% and DT40 TDP1 CPT -12%.
Screening COc1cccc(N2CCN(C3OC(=O)c4ccccc43)CC2)c1 (stereo not drawn) returned DT40 TDP1 no CPT -3%, TDP1 block 0% and DT40 TDP1 CPT -2%.
For CCOC(=O)c1ccc2[nH]c3c(c2c1)CCCC3C(=O)OCC (stereo not drawn) the results were DT40 TDP1 no CPT -26%, TDP1 block 2% and DT40 TDP1 CPT -16%.
CC(C)(C)c1nn(-c2ccccc2)c2[nH]c(=O)c(CNCc3ccc4c(c3)OCO4)cc12 was read as DT40 TDP1 no CPT inconclusive, TDP1 block 10% and DT40 TDP1 CPT 18µM*.
Cc1ccc(NC(=O)CCC2CC(C)(C)OC2=O)cc1 (stereo not drawn) was read as DT40 TDP1 no CPT -8%, TDP1 block -1% and DT40 TDP1 CPT -3%.
For N#CCN1CCC(c2cc(-c3ccco3)n[nH]2)CC1 the results were DT40 TDP1 no CPT inconclusive, TDP1 block -3% and DT40 TDP1 CPT inconclusive.
Screening COc1ccc(CCNC(=O)CC2SC(=NCCc3ccccc3)NC2=O)cc1OC (stereo not drawn) returned DT40 TDP1 no CPT 7%, TDP1 block 8% and DT40 TDP1 CPT 12%.
For CCOC(=O)N1CCN(C(=O)C2CCCN(Cc3nc(-c4ccc(Cl)cc4)oc3C)C2)CC1 (stereo not drawn) the results were DT40 TDP1 no CPT 5.8µM*, TDP1 block 3% and DT40 TDP1 CPT 9.2µM*.
Screening CC(C)c1nnc(NC(=O)c2cnccn2)s1 returned DT40 TDP1 no CPT 2%, TDP1 block 0% and DT40 TDP1 CPT -2%.
For CCOC(=O)c1ccc2c(c1)C1C=CCC1C(C(=O)OCC)N2 (stereo not drawn) the results were DT40 TDP1 no CPT inconclusive and DT40 TDP1 CPT inconclusive.
C=CCn1nc(C(=O)OCC)cc1-c1sc(NC(=O)c2ccccc2)nc1C was read as DT40 TDP1 no CPT 21µM* and DT40 TDP1 CPT inconclusive.
For COCCn1c(-c2ccc(OC)c(OC)c2)nc2ccccc21 the results were DT40 TDP1 no CPT -26%, TDP1 block 3% and DT40 TDP1 CPT -3%.
Screening CC(=O)Nc1ccc(C(=O)CSc2ncn(-c3ccccc3)n2)cc1 returned DT40 TDP1 no CPT -29%, TDP1 block 2% and DT40 TDP1 CPT -3%.
Screening CCOc1ccc(S(=O)(=O)Nc2nc3ccccc3nc2N2CCN(C)CC2)cc1 returned DT40 TDP1 no CPT -9%, TDP1 block -2% and DT40 TDP1 CPT 4%.
`COc1cc(NC(=O)Cn2c(=O)n(Cc3ccco3)c(=O)c3sc4ccccc4c32)cc(OC)c1` gave DT40 TDP1 no CPT -29%, TDP1 block -4% and DT40 TDP1 CPT -21%.
For Cc1ccc(S(=O)(=O)c2c(N)n(NC(=O)c3ccco3)c3nc4ccccc4nc23)cc1 the results were DT40 TDP1 no CPT 7%, TDP1 block -1% and DT40 TDP1 CPT -1%.
Cc1cc(C(=O)N/N=C/c2ccccn2)c2ccccc2n1 was read as DT40 TDP1 no CPT inconclusive, TDP1 block 1% and DT40 TDP1 CPT 1%.
`O=C(O)/C(=C\c1ccc(Cl)cc1)c1ccc(F)cc1` gave DT40 TDP1 no CPT -3%, TDP1 block 0% and DT40 TDP1 CPT 3%.
COc1ccccc1N1CCN(/N=C/c2cc([N+](=O)[O-])ccc2Cl)CC1 was read as DT40 TDP1 no CPT 19%, TDP1 block 9% and DT40 TDP1 CPT -10%.
For Cc1ccc2c(CN3CCN(S(=O)(=O)c4ccccc4C(F)(F)F)CC3)cc(=O)oc2c1 the results were DT40 TDP1 no CPT inconclusive, TDP1 block 0% and DT40 TDP1 CPT inconclusive.
Cc1ccc(N2CCN(S(=O)(=O)c3ccc4c(c3)n(C)c(=O)c(=O)n4C)CC2C)cc1 (stereo not drawn) was read as DT40 TDP1 no CPT -23%, TDP1 block 4% and DT40 TDP1 CPT inconclusive.
For Oc1ccc(C2=Nn3c(nnc3-c3ccco3)SC2)cc1O the results were DT40 TDP1 no CPT inconclusive, TDP1 block -5% and DT40 TDP1 CPT 9%.
Cc1ccc(NC(=O)CSc2nnc(C)n2CC2CCCO2)cc1 (stereo not drawn) was read as DT40 TDP1 no CPT -6%, TDP1 block 4% and DT40 TDP1 CPT 2%.
Screening Cc1ccc(C)c(NC2=C(Cl)C(=O)OC2OC(C)C)c1 (stereo not drawn) returned DT40 TDP1 no CPT -11%, TDP1 block 5% and DT40 TDP1 CPT -5%.
O=C(NN=C1CCCCCCC1)c1ccccn1 was read as DT40 TDP1 no CPT -11%, TDP1 block 5% and DT40 TDP1 CPT 0%.
`COc1cc(Cl)c(C)cc1NC(=O)CSCc1nc(-c2ccc(OC)c(OC)c2)no1` gave DT40 TDP1 no CPT 16µM*, TDP1 block 6% and DT40 TDP1 CPT 21µM*.
`Cc1[nH]c2ccc(OC(F)(F)F)cc2c1CCN1C(=O)c2ccc(C(=O)O)cc2C1=O` gave DT40 TDP1 no CPT 9% and DT40 TDP1 CPT 27%.
CCOCCCNC(=O)C1CCCN(S(=O)(=O)c2ccc(-n3cnnn3)cc2)C1 (stereo not drawn) was read as DT40 TDP1 no CPT -5% and DT40 TDP1 CPT 0%.
`Cc1nc2nc(C)c(CCC(=O)NCCCN3CCN(c4cccc(Cl)c4)CC3)c(C)n2n1` gave DT40 TDP1 no CPT inconclusive, TDP1 block 0%&2% and DT40 TDP1 CPT -23%&-8%.
`COc1ccc(C(C)NC(=O)C2CCN(CCCc3ccccc3)CC2)cc1OC` (stereo not drawn) gave DT40 TDP1 no CPT -9% and DT40 TDP1 CPT -12%.
`COc1ccc(NC(=O)CN(C)C(=O)c2ccccc2OC)cc1` gave DT40 TDP1 no CPT 1% and DT40 TDP1 CPT 5%.
COc1ccc2c(c1OC)C(=O)OC2c1c(O)nc(SC)n(-c2ccccc2)c1=O (stereo not drawn) was read as DT40 TDP1 no CPT 2%, TDP1 block 1% and DT40 TDP1 CPT 0%.
For Cc1cccc(NC(=O)CSc2ncnc3sc(C)c(C)c23)n1 the results were DT40 TDP1 no CPT 18µM* and DT40 TDP1 CPT 16µM*.
Cc1ccc(S(=O)(=O)N2CCN(CCOc3c(Cl)cccc3Cl)CC2)cc1C was read as DT40 TDP1 no CPT inconclusive, TDP1 block 0% and DT40 TDP1 CPT 21µM*.
O=C(CNCc1ccc(F)cc1)Nc1ccccc1[N+](=O)[O-] was read as DT40 TDP1 no CPT -7%, TDP1 block 1% and DT40 TDP1 CPT -23%.

5 successive entries out of the list so far, quoted:
CCOCCCNC(=O)C1CCCN(S(=O)(=O)c2ccc(-n3cnnn3)cc2)C1 (stereo not drawn) was read as DT40 TDP1 no CPT -5% and DT40 TDP1 CPT 0%.
`Cc1nc2nc(C)c(CCC(=O)NCCCN3CCN(c4cccc(Cl)c4)CC3)c(C)n2n1` gave DT40 TDP1 no CPT inconclusive, TDP1 block 0%&2% and DT40 TDP1 CPT -23%&-8%.
`COc1ccc(C(C)NC(=O)C2CCN(CCCc3ccccc3)CC2)cc1OC` (stereo not drawn) gave DT40 TDP1 no CPT -9% and DT40 TDP1 CPT -12%.
`COc1ccc(NC(=O)CN(C)C(=O)c2ccccc2OC)cc1` gave DT40 TDP1 no CPT 1% and DT40 TDP1 CPT 5%.
COc1ccc2c(c1OC)C(=O)OC2c1c(O)nc(SC)n(-c2ccccc2)c1=O (stereo not drawn) was read as DT40 TDP1 no CPT 2%, TDP1 block 1% and DT40 TDP1 CPT 0%.
